# SIRT5 inh: SIRT5 desuccinylase inhibitors, primary screen, biochemical, fluorescence imaging, single point, set 5 | AID 652115, 2013 | Purified SirT5, succinyl-peptide AMC, trypsin-coupled fluorescence | NAD-dependent protein deacylase sirtuin-5, mitochondrial (Homo sapiens), Q9NXA8 | 1.1% of 330,000 active | inhibition, % at 15 µM; in the data active means inhibition above about 15%
# Target sequence (Q9NXA8 whole entry, looked up): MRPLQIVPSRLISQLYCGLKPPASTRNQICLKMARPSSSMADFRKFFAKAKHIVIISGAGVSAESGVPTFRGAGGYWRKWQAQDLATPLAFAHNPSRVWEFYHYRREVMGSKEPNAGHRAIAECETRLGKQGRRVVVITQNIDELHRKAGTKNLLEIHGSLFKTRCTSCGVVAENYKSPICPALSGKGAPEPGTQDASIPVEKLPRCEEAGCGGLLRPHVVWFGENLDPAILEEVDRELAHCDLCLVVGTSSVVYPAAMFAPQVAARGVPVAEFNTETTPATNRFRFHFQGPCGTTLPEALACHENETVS
# FN deposit inh: inhibitors of fibronectin matrix deposition, primary screen, AH1F cells, Alexa488-fibronectin fluorescence, plate reader | AH1F fibroblasts, overnight | inhibition, % at 12.6 µM | 0.086% of 350,000 active;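 active means mean inhibition across replicates of 30% or more, regardless of how many single replicates reach that level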;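 further: positive control wells lacked labelled fibronectin entirely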
#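 test system = AH1F fibroblasts assembling fluorescent fibronectin matrix | quantity = 10000 AH1F cells per well | buffer or medium = DMEM plus 2% serum, read in PBS | doses = single dose, pinned | incubation = 1 h cell attachment, overnight exposure to compound and label | detection = fluorescence at 485 nm excitation, 525 nm emission | read-out basis = inhibition from reduced deposited-fibronectin fluorescence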
# esBAF inh: Bmi1 luciferase reporter increase in mESCs, primary screen, esBAF inhibitor project, mouse ES cells, Bmi1 luciferase knock-in, single point | 24 h; 100% = twice the neutral-well signal | reporter increase, % at 12.5 µM | 2% of 350,000 active | AID 602393, 2012; in the data active means activation above about 40%;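 further: 0% = median of the plate's neutral control wells and 100% = double that signal; a rise in the Bmi1 reporter signal indicates esBAF inhibition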
# LGR2 antag: inhibitors of bursicon-induced LGR2 CRE-luciferase signal, primary screen, cell-based, HEK293, CRE-luciferase reporter, bursicon stimulation; inhibition, % at 9.99 µM; AID 720647, 2013; Drosophila bursicon receptor LGR2 (rickets); bursicon-stimulated, 4 h; 0.35% of 380,000 active;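 active means drop in luminescence signal, shown as inhibition above about 50% in the replicate tests, limit read from the data, passing the limit was not always enough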;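 further: agonist challenge used bursicon conditioned medium at about half maximal strength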
# S100A4 inh HTS: inhibitors of S100A4-myosin IIA peptide binding, primary screen, biochemical, fluorescence polarization, TAMRA-MyoIIA peptide; inhibition, % at 10.7 µM; 0.14% of 360,000 active; AID 652163, 2013;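 active means mean inhibition of at least 70% across replicates, with every replicate also reaching that level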
# Target sequence (P26447 whole entry, looked up): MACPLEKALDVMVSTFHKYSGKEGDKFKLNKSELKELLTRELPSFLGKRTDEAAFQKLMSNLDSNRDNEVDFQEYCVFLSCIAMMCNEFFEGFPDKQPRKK
#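 Material: S100A4 monomer protein | Medium: HEPES pH 7.2 with CaCl2, KCl, NaCl, DTT, Triton | Reagent: Labelled myosin peptide probe, 5 nM | Doses: One dose per compound | Times: 5 min incubation before reading | Benchmarks: Neutral control DMSO, positive control TFP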
# Statin myotox sup: suppressors of statin myotoxicity in C2C12 myotubes, primary screen, cell-based, single point, plate reader | rescue of ATP level, % at 7.49 µM | 0.78% of 330,000 active | C2C12 myotubes + simvastatin, ATP luminescence, 48 h; scaled: DMSO 0, geranylgeraniol control 100;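 active means mean ATP rescue above about 67%, or every replicate alone reaching that limit, limit read from the data, passing the limit was not always enough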;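 further: myotubes were challenged with 10 µM simvastatin during compound exposure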
# CASP6 VEID inh: human caspase-6 inhibitors, primary screen, biochemical, VEID-R110 fluorescence, single point, set 2; AID 686996, 2013; 0.53% of 350,000 active; purified caspase-6, Z-VEID-R110 cleavage fluorescence; inhibition, % at 12.5 µM;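 active means mean inhibition across replicates at least about 35%, with every replicate also reaching that limit, limit read from the data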;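 further: 0% = median of neutral control wells and 100% = no fluorescence left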
# Target sequence (P55212 24-179 limits assumed): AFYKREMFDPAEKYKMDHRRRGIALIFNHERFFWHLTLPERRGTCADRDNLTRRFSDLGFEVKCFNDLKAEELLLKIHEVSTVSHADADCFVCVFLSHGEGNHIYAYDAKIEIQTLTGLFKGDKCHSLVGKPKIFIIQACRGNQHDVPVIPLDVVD
# Target sequence (P55212 194-293 limits assumed): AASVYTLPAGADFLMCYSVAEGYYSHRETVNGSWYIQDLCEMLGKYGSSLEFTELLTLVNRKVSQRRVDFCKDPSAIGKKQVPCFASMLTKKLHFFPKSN
# * = called active by the depositor; / = no result given. This is a subset; rates above refer to the full screens.
SMILES,SIRT5 inh,FN deposit inh,esBAF inh,LGR2 antag,S100A4 inh HTS,Statin myotox sup,CASP6 VEID inh
OC(C#CCN1CCOCC1)c1cccs1 (stereo not drawn),/,-4,-1,/,/,7,/
O=C(N[C@@H]1CC[C@@H](CCNC(=O)C2CCC2)O[C@@H]1CO)c1ccccn1,8,/,-2,-30,8,0,0
CC(NS(=O)(=O)c1ccc(CCC(=O)N2CCN(C)CC2)cc1)c1ccccc1 (stereo not drawn),/,1,-4,/,/,2,/
F[B-](F)(F)c1cc2ccccc2s1,1,11,-5,-21,-1,-3,4
COc1cccc(N2CC(C(=O)Nc3c(C(N)=O)oc4ccccc34)CC2=O)c1 (stereo not drawn),-4,-6,0,-18,0,6,2
COc1ccc(CN(CC(=O)NC2CCCCC2)C(=O)CCCC(=O)Nc2ccccn2)cc1,0,2,/,14,-16,/,-1
Cc1ccc2nc(N3CCN(c4ccccc4)CC3)c(C=O)c(=O)n2c1,-3,4,7,13,4,17,5
Cc1cccc(C(=O)NCc2nnc(SCC(=O)NC3CCCC3)n2C)c1,0,13,0,-17,-4,2,-1
COc1cc(/C=N/NC(=O)c2cc(-c3cccc(Br)c3)nc3ccccc23)cc(OC)c1O,-2,6,/,9,-2,/,-2
COc1ccc(C(=O)N2CCC2)cc1S(=O)(=O)NCc1ccc(Cl)cc1,0,2,-5,29,0,5,-46
COc1ccc(OC)c(Cc2cnc3nc(N)nc(N)c3c2C)c1,-3,7,/,19,-9,/,4
CC#CCOC(=O)c1c(C)nc2sc3c(c2c1N)CCC(O)C3 (stereo not drawn),-5,6,30,-2,0,9,2
CCCCC[C@@H]1C=C(C(=O)O)[C@H](c2ccc(CC)cc2)N1S(=O)(=O)c1ccc(C)cc1,5,-7,0,7,-9,-8,12
CCCCN(C(=O)C(C)Oc1ccc(Br)cc1)c1c(N)n(Cc2ccccc2)c(=O)[nH]c1=O (stereo not drawn),-1,0,/,-7,3,/,10
Cc1cccc(C(=O)NCC(c2ccc(F)cc2)N2CCOCC2)c1 (stereo not drawn),-5,-3,-6,2,-1,3,1
CCOC(=O)c1ccc(CN2CCCC(C)(C(=O)NCCOC)C2)cc1 (stereo not drawn),-3,-15,-2,/,6,3,-2
CN(C)C(=O)c1cc(C(=O)c2ccc(Cl)cc2Cl)c[nH]1,8,-3,32,-22,-3,6,-1
CC1(NC(=O)NCc2ccco2)CCS(=O)(=O)C1 (stereo not drawn),8,3,/,-2,-2,/,-3
CCOC(=O)c1ccc(NC(=O)CSCC(=O)OCC(=O)c2ccccc2)cc1,-2,0,-2,5,-5,-1,2
Cc1nn2c(=O)c(NC(=O)c3ccc(Cl)cc3)cnc2s1,-1,0,23,-10,-1,13,-2
Cc1ccncc1C(N)=O,-1,3,/,6,6,/,-2
C/C=C/c1cnc2c(c1)C(=O)N([C@@H](C)CO)C[C@H](C)[C@H](CN(C)S(=O)(=O)c1ccc(C)cc1)O2,-6,8,1,-11,-8,/,2
Cc1noc(C)c1COc1ccccc1C(=O)NCCOc1ccccc1F,-1,-12,21,-30,2,-6,3
CCn1c(Cc2cccs2)nnc1SCC(=O)NC1CC1,2,/,/,-20,-2,/,-1
Cc1ccc(COCC(CC(C)C)N2CCN(C(=O)c3cccc(C(F)(F)F)c3)CCC2=O)cc1 (stereo not drawn),7,1,1,12,-2,10,3
CCCC(=O)Nc1ccc2c(c1)C(=O)N(C)C[C@@H](OC)[C@@H](C)CN(C(=O)c1ccccn1)[C@H](C)CO2,-1,3,-1,10,-2,2,/
O=C(Nc1cc(Cl)ccc1N1CCOCC1)c1ccc2c(c1)OCO2,/,/,-4,19,2,-2,1
Cn1c(=O)c2nc3ccccc3nc2n(C)c1=O,-1,1,-1,-22,-5,/,-2
COc1ccc(C(=O)COC(=O)c2nn(C)c(=O)c3ccccc23)c(OC)c1,1,4,/,-6,3,/,0
COc1ccc2c(CC(=O)OCC(=O)Nc3cc(C)c(C)cc3[N+](=O)[O-])coc2c1,-6,0,/,7,3,/,-3
Cc1ccccc1S(=O)(=O)N1C[C@H](O)COC[C@H]2O[C@H](CC(=O)N3CCC(Cc4ccccc4)CC3)CC[C@@H]21,-21,-15,-7,22,-2,19,-2
Cc1cc(N2CCOCC2)nc(N)n1,0,/,/,12,1,/,-4
COc1cccc(/C=C2\N=C(C3CCCCC3)OC2=O)c1OC,3,-5,/,-4,0,/,2
COc1cccc(C(=O)N2CCN(C3CCC(c4ccccc4)CC3)CC2)c1 (stereo not drawn),/,/,-6,25,/,10,/
CNC[C@@H]1Oc2ccc(N(C)C)cc2CC(=O)N([C@H](C)CO)C[C@H]1C,0,5,6,/,13,25,-2
CC(C)(C)NC(=O)COC(=O)c1ccc(S(=O)(=O)N2CCCCCC2)cc1,-2,/,2,11,1,-2,0
CCN(C[C@H]1N[C@@](Cc2ccccc2)(C(=O)OC)[C@H]2C(=O)N(C)C(=O)[C@@H]12)C(=O)c1ccc(C)cc1,-12,-2,-4,3,0,0,3
O=C(Nc1ccccn1)c1cccc(S(=O)(=O)N2CCCc3ccccc32)c1,-1,-6,5,5,-1,5,-1
CCc1nnc(NC(=O)c2cc(S(=O)(=O)N3CCCCC3)ccc2N2CCOCC2)s1,2,/,/,3,-1,/,1
O=C(N[C@@H]1CC[C@H](CC(=O)N2CCN(c3ccccc3)CC2)O[C@@H]1CO)c1ccccc1,1,/,3,9,2,-7,-4

# Some of these compounds in order of count of non-hydrogen atoms, lowest first:
SMILES,SIRT5 inh,FN deposit inh,esBAF inh,LGR2 antag,S100A4 inh HTS,Statin myotox sup,CASP6 VEID inh
CCn1c(Cc2cccs2)nnc1SCC(=O)NC1CC1,2,/,/,-20,-2,/,-1
O=C(Nc1cc(Cl)ccc1N1CCOCC1)c1ccc2c(c1)OCO2,/,/,-4,19,2,-2,1
Cc1noc(C)c1COc1ccccc1C(=O)NCCOc1ccccc1F,-1,-12,21,-30,2,-6,3
CCc1nnc(NC(=O)c2cc(S(=O)(=O)N3CCCCC3)ccc2N2CCOCC2)s1,2,/,/,3,-1,/,1
C/C=C/c1cnc2c(c1)C(=O)N([C@@H](C)CO)C[C@H](C)[C@H](CN(C)S(=O)(=O)c1ccc(C)cc1)O2,-6,8,1,-11,-8,/,2
CCN(C[C@H]1N[C@@](Cc2ccccc2)(C(=O)OC)[C@H]2C(=O)N(C)C(=O)[C@@H]12)C(=O)c1ccc(C)cc1,-12,-2,-4,3,0,0,3
Cc1ccccc1S(=O)(=O)N1C[C@H](O)COC[C@H]2O[C@H](CC(=O)N3CCC(Cc4ccccc4)CC3)CC[C@@H]21,-21,-15,-7,22,-2,19,-2

# Continuation.
SMILES,SIRT5 inh,FN deposit inh,esBAF inh,LGR2 antag,S100A4 inh HTS,Statin myotox sup,CASP6 VEID inh
CN(C)c1ccc(CNC(=O)C2Cc3c(-c4cccc(C(N)=O)c4)ccnc3O2)cc1 (stereo not drawn),-4,-4,6,-14,-1,2,-2
Cc1c(C)[n+](=O)c(-c2ccc(F)cc2)c(C)n1[O-],/,-1,-6,/,/,1,/
C=CCC1NS(=O)(=O)OC(CCCC)C1O (stereo not drawn),-7,-8,2,4,-1,4,0
Nc1[nH]c(C(=O)c2ccc(Br)cc2)c(-c2ccncc2)c1C(=O)c1ccccc1,0,5,/,6,-7,/,-2
COc1cccc(OC)c1C(=O)N1CCN(Cc2ccccc2F)CC1,0,18,5,21,-3,-1,-1
Cc1nc(SCC(=O)N2CC(=O)Nc3ccccc32)nc(C)c1C,-2,-5,/,-2,-1,/,-1
Cc1ccc(C(=O)N2CCOCC2)cc1S(=O)(=O)N1CCOCC1,0,7,-4,-2,0,3,0
Nc1ccn([C@@H]2O[C@H](CNC(=O)[C@H]3CCC(=O)N3)[C@@H](O)[C@H]2O)c(=O)n1,-3,-1,-2,3,-3,12,-1
COc1ccc(Cl)cc1NS(=O)(=O)c1cccc(C(=O)NC2CCC(O)CC2)c1 (stereo not drawn),0,15,-4,-16,4,-17,2
Cc1cc(=O)oc2c(CN3CCCC3)c(O)ccc12,-171,-8,1,16,-5,9,-3
CCN(CC)S(=O)(=O)c1ccc(C)c(NC(=O)COC(=O)c2ccc(C)c(S(=O)(=O)N3CCOCC3)c2)c1,/,-9,1,/,/,2,/
O=C1CCC(C(=O)Nc2cc(C(F)(F)F)ccc2-n2cncn2)=NN1,0,0,0,6,0,1,4
COC(=O)C1=C(CCc2ccccc2)NC(=O)NC1c1ccc(C#N)cc1 (stereo not drawn),-4,-10,-1,-23,-6,-12,2
O=C(NC1CCCCC1)C1CC(=O)N(CCc2ccc(F)cc2)C1 (stereo not drawn),-1,0,-7,-6,-2,12,0
CCC(C(=O)NCCc1c[nH]c2ccc(C)cc12)c1ccccc1 (stereo not drawn),-5,-4,-1,0,-1,7,0
O=[N+]([O-])c1ccc(CC(Cl)c2ccccn2)cc1 (stereo not drawn),-3,-7,-4,-44,-4,1,1
CCCOc1ccc(C(=O)Nc2ccc(S(=O)(=O)Nc3cc(C)nc(C)n3)cc2)cc1,-4,-4,4,5,-4,-15,-3
COc1cc(/C=C/C(=O)O)cc2c1OCCO2,1,-2,-6,-3,-5,7,1
CCOc1ccc(C(C)=O)cc1COC(=O)CNC(=O)C12CC3CC(CC(C3)C1)C2,0,9,2,17,-3,-7,2
O=[N+]([O-])/C=C/c1ccc2c(ccn2Cc2ccccc2)c1,-1,10,25,6,-4,-2,4

# Looked up above.
# O=[N+]([O-])c1ccc(CC(Cl)c2ccccn2)cc1 (stereo not drawn) in CASP6 VEID inh is entered as 1
# COc1cccc(N2CC(C(=O)Nc3c(C(N)=O)oc4ccccc34)CC2=O)c1 (stereo not drawn) in SIRT5 inh is entered as -4

# Continued.
SMILES,SIRT5 inh,FN deposit inh,esBAF inh,LGR2 antag,S100A4 inh HTS,Statin myotox sup,CASP6 VEID inh
O=C(CCN1C(=O)c2ccccc2S1(=O)=O)Nc1ccccc1O,-7,3,-3,-6,2,-3,0
CN(CC(=O)Nc1cccc(F)c1)C(=O)c1cccc(-n2cccc2)c1,0,1,-2,9,3,-10,11
CC1=CC=CC2=NC(=O)CC(C)(C(=O)O)N12 (stereo not drawn),-13,-5,2,1,-2,-2,/
C[C@H]1CN([C@@H](C)CO)C(=O)c2cc(C3=CCCC3)cnc2O[C@@H]1CN(C)C,1,0,-1,-5,-13,1,-1
CCc1nnc(NC(=O)CCC(=O)N2CCN(C3CCCCC3)CC2)s1,-1,/,-4,-14,4,-18,0
COc1ccc(-c2ccc(CN3C(C(C)C)C(=O)N(Cc4cn(CCC5OCCO5)nn4)CCS3(=O)=O)cc2)cc1OC (stereo not drawn),-2,4,12,4,-4,-2,7
C[C@@H]1CN([C@H](C)CO)C(=O)c2ccccc2-c2ccccc2CO[C@H]1CN(C)S(=O)(=O)c1ccc(F)cc1,5,-1,2,4,2,/,-1
CCCCN1C(=O)C(CC(=O)NC(c2ccccc2)c2ccccc2)CC(C(=O)N2CCCCCC2)=C1C (stereo not drawn),/,-25,/,16,7,/,-2
OCC1(Cc2cccc(Cl)c2)CCCN(Cc2ccc(F)c(F)c2)C1 (stereo not drawn),-4,-6,-19,4,-3,-11,2
O=C1C2C3C=CC(C3)C2C(=O)N1c1ncn[nH]1 (stereo not drawn),/,5,2,9,/,6,/
COc1ccc(NC(=O)c2ccco2)cc1NC(=O)c1ccccc1,-2,9,-3,-1,-2,-20,0
COc1ccc(NC(=O)Nc2ccc3c(c2)C(=O)N([C@H](C)CO)C[C@H](C)[C@@H](CN(C)Cc2ccc(C(=O)O)cc2)OCCCC[C@@H](C)O3)cc1,-4,/,-1,-6,-1,/,-2
Cc1cccc(NC(=O)CN2CCN(C(=O)c3cnn(Cc4ccccc4)c3)CC2)c1C,-2,0,0,-24,-1,19,-2

# Source: PubChem BioAssay (Broad Institute)
